Screening data from PubChem BioAssay.
V1R ag counter: activates human V1a receptor in oxytocin agonist counter-screen. P37288. CHO-V1R cells, Fluo-8 calcium fluorescence, agonist mode; 0% DMSO, 100% 3 nM vasopressin. activation, % at 3 µM. 320,000 tested, 0.25% active;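 active = activation above the mean activation of all tested compounds plus 3 SD, per screening run, cut at about 20% in these data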;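 note: signal is peak over basal fluorescence ratio across a 100 second FLIPR read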
OXTR potentiate: potentiators of human oxytocin receptor | activation, % at 3 µM | P30559 | CHO-OTR cells, Fluo-8 calcium fluorescence, potentiator mode; 0% = oxytocin EC15, 100% = EC100 | 320,000 tested, 0.061% active;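 active = activation above that plate's cutoff, the mean activation of tested compounds plus 3 SD, cut at about 6.6% in these data, passing the limit was not always enough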;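 note: 100% uses oxytocin at 75 nM as the full agonist control; some results filed as inactive read as strong as hits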
Target sequence (P30559 whole entry, looked up): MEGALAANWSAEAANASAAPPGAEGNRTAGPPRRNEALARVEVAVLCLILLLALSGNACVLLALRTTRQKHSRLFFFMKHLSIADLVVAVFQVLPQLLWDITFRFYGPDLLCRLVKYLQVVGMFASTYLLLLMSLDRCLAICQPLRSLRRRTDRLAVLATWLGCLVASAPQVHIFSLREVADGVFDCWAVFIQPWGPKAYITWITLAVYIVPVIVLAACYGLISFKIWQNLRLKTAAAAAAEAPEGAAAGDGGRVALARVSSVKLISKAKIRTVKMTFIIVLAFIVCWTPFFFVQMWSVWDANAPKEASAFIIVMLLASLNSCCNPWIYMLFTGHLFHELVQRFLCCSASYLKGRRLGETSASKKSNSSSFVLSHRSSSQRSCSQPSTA
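Measured by – Fluo-8 calcium dye fluorescence · Test system – human OTR in CHO cells · Dosing – one concentration, 3.0 µM compound · Controls – EC15 oxytocin alone as 0%, 75 nM oxytocin as 100% · Evaluation – normalized max/min fluorescence ratio, % activation · Timing – 6 min pre-incubation, 100 s read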
CHO-K1 Ca antag: M1 antagonist counterscreen hit in parental CHO-K1 cells; ATP-induced calcium, Fluo-8 fluorescence; inhibition, % at 3 µM; 360,000 tested, 0.6% active; AID 602250;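 active = inhibition above a per-plate cutoff, the plate's mean sample inhibition plus 3 SD, cut at about 24% in these data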;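 note: 0% = DMSO plus EC80 ATP and 100% = DMSO alone without ATP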
CHO-K1 Ca ag: counter-screen for M1 agonists: effect in parental CHO-K1 cells; Fluo-8 calcium fluorescence; scaled to maximal ATP response, vehicle zero; activation, % at 3 µM; AID 602248; 360,000 tested, 0.48% active; in the data active = activation above about 15%;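 note: untransfected CHO-K1 host cells lacking M1 receptor as counterscreen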
OXTR ag: activates the human oxytocin receptor; P30559; CHO-OTR cells, Fluo-8 calcium fluorescence; normalized: DMSO 0%, oxytocin 100%; activation, % at 3 µM; 320,000 tested, 0.32% active; AID 2435;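 active = activation above the mean of all tested compounds plus 3 SD, cutoff set per screening run, cut at about 20% in these data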;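 note: peak over basal fluorescence ratio from a 100 s FLIPR kinetic read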
TAAR1 antagonist: antagonists of human TAAR1. CHO RD-HGA16 TAAR1, Fluo-8 calcium fluorescence, antagonist. 360,000 tested, 1.5% active. Q96RJ0. inhibition, % at 3 µM;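 active = inhibition above a per-plate cutoff, the mean inhibition of test compounds on that plate plus 3 SD, cut at about 49% in these data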;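 note: 0% = DMSO plus EC80 beta-PEA response and 100% = DMSO alone without agonist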
Target sequence (Q96RJ0 whole entry, looked up): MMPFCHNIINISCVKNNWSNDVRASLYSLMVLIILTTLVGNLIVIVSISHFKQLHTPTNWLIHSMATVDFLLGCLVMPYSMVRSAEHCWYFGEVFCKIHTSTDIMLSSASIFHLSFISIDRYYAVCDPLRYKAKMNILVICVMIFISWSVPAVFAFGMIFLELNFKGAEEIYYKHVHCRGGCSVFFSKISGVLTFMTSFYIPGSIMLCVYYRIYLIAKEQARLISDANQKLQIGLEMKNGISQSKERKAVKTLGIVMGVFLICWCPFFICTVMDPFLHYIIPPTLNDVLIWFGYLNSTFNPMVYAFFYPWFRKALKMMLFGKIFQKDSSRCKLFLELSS
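Test system: RD-HGA16 CHO cells with stable hTAAR1 and Gα16 / Probe or stimulus: EC80 β-phenethylamine stimulus / Times: seeding 17-24 h prior, 75-min 37 °C, 30-min RT dye loading / Detection: Fluo-8 calcium-sensitive fluorescence / Read-out basis: % inhibition scaled between DMSO and EC80 PEA controls / Repeats: singlicate, one well per test compound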
CHO-K1 Ca PAM: counter-screen for M1 PAMs: effect in parental CHO-K1 cells; ATP EC20, Fluo-8 calcium fluorescence; 0% at ATP EC20, 100% at ATP max; 360,000 tested, 0.02% active; activation, % at 3 µM;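 active = activation above the run cutoff, the mean activation of all test compounds plus 3 SD, cut at about 40% in these data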;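 note: peak over basal fluorescence ratio in a 140 s read after ATP addition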
CHO parental Ca: counter-screen for OX1R antagonists: effect in parental CHO cells. 330,000 tested, 0.63% active. parental CHO-K1, ATP-induced calcium, Fluo-8 fluorescence. inhibition, % at 5.6 µM;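 active = inhibition above that plate's mean sample inhibition plus 3 SD, cut at about 26% in these data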;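 note: 0% = ATP-challenged DMSO wells and 100% = DMSO wells without ATP; some compounds past the cut are filed as inactive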
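Measured by: calcium-sensitive Fluo-8 fluorescence / Test system: CHO parental line / Controls: ATP-challenged DMSO wells low, unchallenged DMSO wells high / Measure: % inhibition / Compound: single nominal dose of 5.6 µM per compound / Replicates: single well per compound, no replicates / Reagent: ATP as calcium-mobilizing challenge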
GPR7 antag: blocks human GPR7 receptor signaling; P48145; GPR7-expressing cells, fluorescence antagonist assay; inhibition, % at 4.4 µM; 290,000 tested, 1.1% active; in the data active = inhibition above about 16%, passing the limit was not always enough;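 note: cells stimulated with the agonist NPW; 0% = agonist with vehicle and 100% = vehicle without agonist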
Target sequence (P48145 whole entry, looked up): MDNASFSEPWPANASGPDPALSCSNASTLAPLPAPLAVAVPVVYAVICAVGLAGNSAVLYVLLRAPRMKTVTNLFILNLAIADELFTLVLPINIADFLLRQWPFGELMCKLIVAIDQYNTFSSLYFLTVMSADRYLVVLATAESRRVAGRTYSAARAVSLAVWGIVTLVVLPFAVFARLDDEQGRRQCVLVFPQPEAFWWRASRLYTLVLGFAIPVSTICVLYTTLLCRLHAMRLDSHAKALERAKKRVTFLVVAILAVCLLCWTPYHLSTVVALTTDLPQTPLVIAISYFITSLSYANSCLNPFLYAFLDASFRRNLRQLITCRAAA
Starred values were filed as active, the others as inactive; nt = no result given.

SMILES	V1R ag counter	OXTR potentiate	CHO-K1 Ca antag	CHO-K1 Ca ag	OXTR ag	TAAR1 antagonist	CHO-K1 Ca PAM	CHO parental Ca	GPR7 antag
Cc1ccc(S(=O)(=O)N2[C@@H](c3cccc(C)c3)C(C(=O)O)=C[C@H]2CC2CCCC2)cc1	0.6	-1	-9	0.1	0.5	11	14	-5	nt
COc1ccccc1CCNC(=O)c1cnn2c(C(F)F)cc(C)nc12	-0.6	-4	-10	1.7	-1.1	-16	27	-16	-1
CS(=O)(=O)N1CCCC(C(=O)N2CCc3ccccc3C2)C1 (stereo unspecified)	-0.3	3	9	-0.1	-0.1	9	-8	-3	-3
O=C(Nc1ncc2c(n1)-c1ccccc1CC2)c1ccc(F)cc1	-1.4	1	3	0.3	-1.9	24	17	-8	-10
O=c1c(Cc2ccccc2)c(O)nc2n1CCS2	0.6	-5	-3	-0.3	-1.0	-2	11	-10	-6
CC1CCCCC1NC(=O)COC(=O)COc1ccc(Cl)cc1 (stereo unspecified)	2.1	-15	11	0.2	0.2	10	7	-10	6
O=C(NNC(=O)c1ccc(F)cc1)c1ccncc1	1.2	-1	-2	-0.1	0.4	-11	-7	-4	-11
CC(C)(ONC(=O)Nc1ccccc1Cl)C(=O)O	0.5	2	-10	1.3	0.2	0	9	-8	-10
c1ccc2c(c1)CCN(c1ncnc3nc[nH]c13)C2	2.9	-8	-8	1.9	0.8	-8	-3	-5	-4
COc1ccc(N2C(=O)C3CCCN3C2c2ccc(C)o2)cc1 (stereo unspecified)	0.3	0	-2	-0.1	0.1	-16	-3	-10	-16
CSCCC(NC(C)=O)C(=O)Oc1ccc2c3c(c(=O)oc2c1)CCCC3 (stereo unspecified)	nt	nt	-17	1.8	nt	7	18	nt	4
O=C(O)c1sccc1S(=O)(=O)N1CCN(c2ccc(C(F)(F)F)cn2)CC1	0.3	-7	-4	0.6	1.1	-2	-3	-7	-9
Cn1c(=O)c2c(SCC(=O)Nc3ccccc3F)nc(C3CC3)nc2n(C)c1=O	-0.6	-3	5	2.4	10	-16	15	-9	-5
CCOC(=O)CSc1nnc(-c2ccc(S(=O)(=O)N3CCOCC3)cc2)n1-c1ccccc1	1.4	-8	-1	2.9	0.6	13	3	0	1
CC1CC(C)CN(CCCNC(=O)c2cc3c(s2)-c2ccccc2OC3)C1 (stereo unspecified)	2.3	-5	-4	3.3	3.1	4	5	-21	16
CCCc1nnc(NC(=O)C2CCCO2)s1 (stereo unspecified)	-0.1	1	-1	-0.4	0.3	15	3	-8	-10
C[C@@H](CN1CCC(Cc2ccccc2)CC1)[C@@H](O)c1ccc(O)cc1	1.1	-5	-6	1.3	1.3	-6	8	-12	nt
CCOC(=O)c1ccc2[nH]c3c(c2c1)CCCC3	-1.1	-15	7	-0.1	-2.1	-8	0	-11	-16
Cc1ccc(NCN2C(=O)C3CC=CCC3C2=O)cc1 (stereo unspecified)	0.4	-3	-15	0.1	-0.2	2	13	-10	-8
CC(C)(C)c1ccccc1NC(=S)NC1CCCC1	-0.8	-4	1	0.2	-0.2	-25	12	-10	-14
CNC[C@H](Cc1cccc2ccccc12)NC[C@H](CCSC)NCC1CCC(C(C)(C)C)CC1 (stereo partly specified)	3.1	-4	nt	nt	2.5	nt	nt	-10	nt
Cc1sc2ncn(CC(=O)NCc3ccccn3)c(=O)c2c1S(=O)(=O)N1CCOCC1	-1.3	-7	-12	-0.3	-0.3	18	5	-2	-6
O=[N+]([O-])/C=C\c1ccc(N2CCOCC2)cc1	2.0	4	-6	3.0	0.0	0	21	4	nt
Cc1cc([N+](=O)[O-])c2[nH]c(C(=O)N/N=C/c3ccccc3C(=O)O)c(-c3ccccc3)c2c1	nt	nt	-12	0.0	nt	-4	11	nt	18
Cc1cc(C(C)(C)C)cc(S(=O)(=O)Nc2ccc(C(=O)O)cc2)c1C	3.6	-13	-13	2.5	6.6	8	10	4	-16
CC1CC(C)CN(C(=O)C(C)N(C)CC(=O)Nc2ccc(Cl)cc2)C1 (stereo unspecified)	0.1	-6	-22	1.2	-1.1	-1	17	-27	9
O=C(O)CCSCc1ccccc1F	1.0	-8	-11	1.4	0.6	14	0	-2	1
CCOC(=O)CSc1nnc([C@H](C)NC(=O)OC(C)(C)C)o1	1.7	-3	-15	0.1	0.4	-3	19	16	-17
CCN(C[C@H]1N[C@@](C)(C(=O)OC)[C@H]2C(=O)N(C)C(=O)[C@@H]12)S(=O)(=O)c1ccc(C(F)(F)F)cc1	0.7	0	8	-0.3	0.1	-29	-6	-8	nt
CC(C)NCc1cccc([N+](=O)[O-])c1	0.5	-9	1	0.1	0.6	5	-5	-8	2
CCOC(=O)c1c(C)oc(NC(=O)COc2ccc(Cl)cc2C)c1C#N	5.4	-16	-20	6.2	1.4	20	11	-26	-5
CCCCNC(=S)Nc1ccccc1Cc1ccccc1	-1.4	-7	3	0.6	-2.4	-10	-18	-18	-7
COc1ccc(-c2cc(N)n(S(=O)(=O)c3c(F)c(F)c(F)c(F)c3F)n2)cc1OC	-0.3	4	1	-0.4	-1.9	46	16	45*	9
CN1C(=O)C(O)(CC(=O)c2ccc(F)cc2)c2cc(Br)ccc21 (stereo unspecified)	0.6	1	-6	1.4	1.4	8	14	-6	2
S=c1[nH]c2cnc(Cl)nc2[nH]1	nt	nt	-15	1.0	nt	-4	12	nt	nt
COc1cc(OC)c2c(-c3ccccc3)cc(=O)oc2c1C(CC(=O)N1CCOCC1)c1ccc2c(c1)OCO2 (stereo unspecified)	-0.5	-1	-15	0.2	0.8	3	14	-16	nt
CCN1C(=O)CS/C1=N\S(=O)(=O)c1ccc(C)cc1	0.7	9	0	-0.2	1.1	-17	-5	-18	-5
CCCCC[C@@H](C)N1C[C@@H](COCc2ccccc2)Oc2cc(N3CCC[C@@H]3COC)ccc2S1(=O)=O	nt	nt	-8	0.6	nt	-2	-4	nt	nt
CN(Cc1ccc(Cl)c(Cl)c1)C(=O)C1CC(=O)N(c2ccc3c(c2)OCCO3)C1 (stereo unspecified)	nt	nt	-7	0.3	nt	-24	16	nt	nt
O=C(O)/C=C\C(=O)Nc1ccc(N2CCN(c3ccc(Cl)cc3)CC2)cc1	0.3	-4	-2	0.4	0.5	-5	20	8	1
CCOC(=O)[C@H]1[C@H]2COc3ccc(OC)cc3[C@@H]2N2C(=O)CN(C)C(=O)[C@@]12C	0.0	0	-7	0.3	1.0	7	0	-10	nt
Cc1ccc2c(COC(=O)CC3Sc4ccccc4NC3=O)cc(=O)oc2c1C (stereo unspecified)	0.2	-1	-12	1.0	-0.7	3	23	-12	-6
Cc1ccc(N2C(=O)N(CC(=O)NCc3ccccc3Cl)C(=O)C2C)cc1 (stereo unspecified)	2.2	-11	-11	2.5	3.2	-25	7	-20	-19
CC(C)c1ccc(CC(=O)N2CCC2(C)C(=O)NS(=O)(=O)c2ccc(F)cc2F)cc1 (stereo unspecified)	nt	nt	-1	0.1	nt	-4	21	nt	nt
Cc1c(CCOC(=O)c2cc([N+](=O)[O-])cc([N+](=O)[O-])c2)sc[n+]1CC(=O)c1ccc(Br)cc1	-0.4	-11	-7	0.4	-1.2	9	17	-5	-2
COc1ccc(C2CC(c3ccc(Br)cc3)Nc3nc(N)nn32)cc1 (stereo unspecified)	2.1	-1	-2	0.5	2.4	-12	6	-4	12
C=CCNc1nc(-c2cccs2)c(CC(=O)O)s1	-0.5	-6	-8	0.3	-0.7	-11	9	-15	-2
CCn1c(CNC(=O)C(C)(C)C)nc2ccccc21	-0.3	4	-6	-0.2	-1.8	-19	4	-3	-10
COc1ccc(-c2cc(-c3c(O)c(OC)c4occc4c3OC)[nH]n2)cc1	-1.0	-2	-11	0.0	0.0	7	13	-17	-7
CCCn1c(CN2CCN(C(=O)OCC)CC2)nc2cc(NC(=O)C(C)C)ccc21	0.6	-10	-1	1.7	0.0	9	20	0	8
COc1ccccc1N1CCN(C(=O)C(=O)N/N=C/c2ccccc2F)CC1	-0.6	3	-7	0.3	0.6	-11	18	-9	0
O=C(N/N=C/c1ccc(O)cc1O)c1ccc(NC(=O)C2CCCCC2)cc1	0.1	-6	-10	0.1	0.6	-9	5	-5	-24
CCCCNc1c(CC(C)C)nc2nc(C)cc(C)n12	nt	nt	25*	-0.8	nt	-4	-9	nt	nt
C=CCSc1ncc(-c2ccccc2)cn1	-0.6	-5	-12	-0.7	-1.6	-1	23	-7	-5
S=C(Nc1ccccc1Cl)NC1CCN(Cc2ccccc2)CC1	1.9	-6	8	0.7	4.3	-10	-1	-11	-1
Clc1ccccc1CSc1nc2ccncc2[nH]1	0.5	-5	7	0.2	-0.5	6	4	2	-1
Cn1cnc2c1c(=O)n(Cc1ccccc1C#N)c(=O)n2C	0.9	-14	-3	0.4	1.7	-4	-1	-8	-4
Cc1nc2sccn2c(=O)c1S(=O)(=O)NCCc1ccc(Cl)cc1	-0.4	-8	-7	0.3	0.3	-19	11	-9	-7
CN(C(=O)c1cccc(C(F)(F)F)c1)C1CCCc2ccccc21 (stereo unspecified)	-1.1	-11	-23	0.5	-2.5	0	27	-26	12
CC(=O)Oc1ccc(C(=O)Nc2ccccc2C(=O)Nc2ccc(C(=O)O)cc2)cc1	1.4	-12	3	-0.2	0.5	-10	-12	2	5
(list continues)
SMILES	V1R ag counter	OXTR potentiate	CHO-K1 Ca antag	CHO-K1 Ca ag	OXTR ag	TAAR1 antagonist	CHO-K1 Ca PAM	CHO parental Ca	GPR7 antag
CCOC(=O)CNC(=O)COc1ccc(Cl)cc1Br	0.5	2	0	0.2	0.3	2	5	7	-7
CCOC(=O)Cc1csc(SCC(=O)Nc2sc3c(c2C(N)=O)CCC3)n1	0.5	-12	-9	-0.3	-0.8	-6	6	-11	-2
Cc1ccc(S(=O)(=O)N2CCN(S(=O)(=O)c3cccs3)CC2)cc1	0.7	1	9	0.4	0.8	-5	-22	-10	-14
CC(=O)Nc1c(C#N)c(C(C)(C)C)cn1C	0.3	-4	-4	0.6	-0.1	-14	8	5	-4
CCN(CC)S(=O)(=O)c1cccc(NC(=O)/C=C/c2ccc([N+](=O)[O-])cc2)c1	7.3	-1	-4	8.3	9.1	30	9	2	-3
Cc1ccc(NCc2nnc(SCC#N)o2)c(C)c1	0.1	-2	0	0.8	-0.6	-14	10	-2	3
COC(=O)[C@]1(Cc2ccccc2)N[C@H](CN(C)S(=O)(=O)c2ccc(F)cc2)[C@@H]2C(=O)N(Cc3ccccc3)C(=O)[C@@H]21	0.6	-6	-13	0.9	2.1	2	13	-17	nt
CCn1cc(C(=O)NC(C)C2CC3CCC2C3)cn1 (stereo unspecified)	-0.5	-3	-13	1.0	0.2	-35	16	1	0
